Screens as filed in PubChem.
KOR beta-arrestin-1 = KOR antagonists, beta-arrestin recruitment, cell-based, luminescence, uHTS (AID 1778); Kappa-type opioid receptor (Homo sapiens); KOR beta-arrestin recruitment, luminescence, antagonist mode; higher % means a stronger effect; inhibition, % at 10 µM, or IC50 in µM where a hit was titrated; hit rate 0.091% among 290,000; note: strong numbers were not always called active
HIV fusion peptide = inhibitors of HIV fusion peptide binding, primary screen, biochemical, uHTS, fluorescence dequenching (AID 1986) | inhibition, % at 20 µM, or IC50 in µM where a hit was titrated | hit rate 0.3% among 290,000 | cell-free peptide binding, fluorescence dequenching, 30 min; higher % means a stronger effect; in the data active = inhibition mostly above about 52%, no sharp cut-off; inactive = mostly below about 76%; note: some results filed as inactive read as strong as hits
SIAH1 antagonists = Siah-1 peptide-binding antagonists, primary screen, biochemical, fluorescence polarization, rhodamine-plectin, uHTS (AID 1817); E3 ubiquitin-protein ligase SIAH1 (Homo sapiens); Siah-1 / rhodamine-plectin peptide fluorescence polarization; higher % means a stronger effect; displacement, % at 20 µM; hits with a dose series show IC50 in µM; hit rate 0.02% among 290,000;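 active = displacement of at least 50% at 20 µM, with a fluorescence ratio check between 0.3 and a set limit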;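 note: plate controls were Siah plus tracer with DMSO for no effect and tracer alone without Siah for full effect; strong numbers were not always called active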
NOD2 inhibition = NOD2 signaling inhibitors, cell-based, luminescence, uHTS, HEK293 (AID 1566) | HEK293 NOD2/NF-kB luciferase reporter, luminescence; higher % means a stronger effect | inhibition, % at 4 µM, or EC50 in µM where a hit was titrated | hit rate 0.63% among 290,000; note: many of its hits are not listed in these tables
LYP phosphatase = inhibitors of LYP phosphatase, biochemical, fluorescence intensity, uHTS (AID 1779); Tyrosine-protein phosphatase non-receptor type 22 (Homo sapiens); recombinant LYP phosphatase, fluorescence intensity; higher % means a stronger effect; one-dose inhibition, % at 11.5 µM; IC50 in µM for titrated hits; hit rate 0.054% among 290,000;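 note: plate controls were vehicle with enzyme for no effect and no enzyme for full effect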
KOR beta-arrestin-2 = KOR agonists, beta-arrestin recruitment, primary screen, cell-based, luminescence, uHTS (AID 1777). Kappa-type opioid receptor (Homo sapiens). KOR beta-arrestin recruitment, luminescence; higher % means a stronger effect. activation, % at 10 µM; hits with a dose series show EC50 in µM. hit rate 0.02% among 280,000; in the data active = activation above about 50%, passing the limit was not always enough; note: a part of the inactive calls stands beside numbers as strong as those of hits
NOD1 inhibition = NOD1 signaling inhibitors, primary screen, cell-based, luminescence, uHTS (AID 1578); NOD1-driven NF-kB luciferase reporter cells, luminescence; higher % means a stronger effect; inhibition, % at 4 µM; hits with a dose series show EC50 in µM; hit rate 1% among 290,000; in the data active = inhibition mostly above about 36%, no sharp cut-off; inactive = mostly below about 34%;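 note: HEK-293T reporter cells stimulated with the NOD1 agonist gamma-tri-DAP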
Myeloid diff MLP = induction of myeloid progenitor differentiation, primary screen, cell-based, flow cytometry, MLPCN library. ER-HoxA9 myeloid progenitors, lysozyme-GFP differentiation. calls only at 10 µM. hit rate 1% among 360,000. AID 624256, 2012;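 active = normalized GFP-positive differentiation at or above the plate's own cutoff, the solvent-only control mean plus 3 SD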;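 note: cells exposed to compound for four days before flow analysis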
PhoP inhibition = inhibitors of PhoP regulon expression, primary screen, Salmonella Typhimurium, GFP reporter (AID 1863); hit rate 0.16% among 300,000; inhibition, % at 50 µM; hits with a dose series show IC50 in µM; S. Typhimurium PhoP-regulated promoter GFP reporter, 4 h; higher % means a stronger effect;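 active = inhibition over 29.93%, a cutoff 3 SD above the screen mean, later confirmed by dose response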;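 note: 0% = low Mg2+ inducing control and 100% = high Mg2+ repressing control; strong numbers were not always called active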
Myeloid diff MLP GFP+ MAC1+ % = second read-out of Myeloid diff MLP, no call of its own (marks repeat the call); GFP+ MAC1+ double positive, %; measured here: differentiation confirmed by MAC1 staining
Starred values were filed as active, the others as inactive; [ ] = another dose, or the depositor's remark. Cut-off read from the data, not from the text of the source, unless noted: active = inhibition above about 50%; inactive = the rest. The list is partial (hit frequency here may not be typical).

`COc1cc(CC(=O)Oc2ccc3c(c2)OCO3)cc(OC)c1OC` gave KOR beta-arrestin-1 3.1%, HIV fusion peptide -1.4%, SIAH1 antagonists 4.5%, NOD2 inhibition 10.5%, LYP phosphatase 2.6%, KOR beta-arrestin-2 -0.4%, Myeloid diff MLP inactive, PhoP inhibition -6.7% and Myeloid diff MLP GFP+ MAC1+ % 0.9.
Screening O=C(O)CNS(=O)(=O)c1ccc2c3c(cccc13)C(=O)N2 returned KOR beta-arrestin-1 -33.0%, HIV fusion peptide 23.5%, SIAH1 antagonists -1.8%, NOD2 inhibition -17.4%, LYP phosphatase -6.2%, KOR beta-arrestin-2 -1.5%, NOD1 inhibition 35.2%, Myeloid diff MLP inactive, PhoP inhibition -4.5% and Myeloid diff MLP GFP+ MAC1+ % 0.7.
For C=CCn1c(SC)nnc1-c1cccc([N+](=O)[O-])c1 the results were HIV fusion peptide 1.7%, SIAH1 antagonists 22.9%, NOD2 inhibition 6.5%, LYP phosphatase -2.2%, KOR beta-arrestin-2 -1.4%, NOD1 inhibition -23.4%, Myeloid diff MLP inactive, PhoP inhibition 2.2% and Myeloid diff MLP GFP+ MAC1+ % 0.1.
For CCN(c1cccc(C(F)(F)F)c1)S(=O)(=O)c1ccc2c(c1)CCN2C(C)=O the results were KOR beta-arrestin-1 -17.0%, HIV fusion peptide -1.1%, SIAH1 antagonists -2.4%, NOD2 inhibition 10.0%, LYP phosphatase 0.8%, KOR beta-arrestin-2 -7.1%, NOD1 inhibition 29.1%, Myeloid diff MLP inactive, PhoP inhibition -4.3% and Myeloid diff MLP GFP+ MAC1+ % 2.1.
`O=C(CSc1nc2ccccc2c(=O)n1CCCN1CCOCC1)Nc1ccc2c(c1)OCO2` gave KOR beta-arrestin-1 -9.9%[20 µM], HIV fusion peptide -2.9%, SIAH1 antagonists -0.9%, NOD2 inhibition 15.9%, LYP phosphatase -3.7%, KOR beta-arrestin-2 -2.1%, NOD1 inhibition -35.9%, Myeloid diff MLP inactive, PhoP inhibition -5.6% and Myeloid diff MLP GFP+ MAC1+ % 0.5.
`Cc1cccc(NC(=O)c2cc(-c3cccnc3)nc3c(C)cccc23)n1` gave KOR beta-arrestin-1 -17.8%, HIV fusion peptide 6.6%, SIAH1 antagonists 3.9%, NOD2 inhibition 7.6%, LYP phosphatase -8.3%, KOR beta-arrestin-2 5.7%, NOD1 inhibition -4.5%, Myeloid diff MLP inactive, PhoP inhibition -6.6% and Myeloid diff MLP GFP+ MAC1+ % 8.1.
For COc1ccc(NC(=S)NNC(=O)Cn2nc(C(F)F)cc2C(F)F)cc1 the results were KOR beta-arrestin-1 26.3%, HIV fusion peptide 1.3%, SIAH1 antagonists 5.4%, NOD2 inhibition 1.4%, LYP phosphatase -1.3%, KOR beta-arrestin-2 1.1%, NOD1 inhibition -18.7%, Myeloid diff MLP inactive, PhoP inhibition 0.7% and Myeloid diff MLP GFP+ MAC1+ % 0.6.
`COc1ccc(-c2csc3nc[nH]c(=O)c23)cc1OC` gave KOR beta-arrestin-1 3.4%, HIV fusion peptide -2.2%, SIAH1 antagonists -4.0%, NOD2 inhibition 9.0%, LYP phosphatase -3.0%, KOR beta-arrestin-2 5.5%, NOD1 inhibition -3.2%, Myeloid diff MLP inactive, PhoP inhibition 2.9% and Myeloid diff MLP GFP+ MAC1+ % 0.4.
For COc1ccc(C2=NOC(C)(c3nnc(-c4ccc(F)cc4)o3)C2)cc1 (stereo not given) the results were KOR beta-arrestin-1 21.1%, HIV fusion peptide -0.4%, SIAH1 antagonists 2.9%, NOD2 inhibition -2.9%, LYP phosphatase -8.7%, KOR beta-arrestin-2 1.9%, NOD1 inhibition -9.1%, Myeloid diff MLP inactive, PhoP inhibition 4.2% and Myeloid diff MLP GFP+ MAC1+ % 0.9.
For CCCN1CCN(CC(=O)Nc2nnc(CC)s2)CC1 the results were KOR beta-arrestin-1 -21.9%, HIV fusion peptide 0.3%, SIAH1 antagonists 4.2%, NOD2 inhibition 13.4%, LYP phosphatase -6.4%, KOR beta-arrestin-2 -5.1%, NOD1 inhibition -14.1%, Myeloid diff MLP inactive, PhoP inhibition -5.1% and Myeloid diff MLP GFP+ MAC1+ % 0.8.
For CCC(CC)NC(=O)CN(c1ccccc1OC)S(=O)(=O)c1cccs1 the results were KOR beta-arrestin-1 -0.4%, HIV fusion peptide -2.0%, SIAH1 antagonists -0.2%, NOD2 inhibition -11.2%, LYP phosphatase -7.1%, NOD1 inhibition -1.6%, Myeloid diff MLP inactive and Myeloid diff MLP GFP+ MAC1+ % 1.1.
CN(C)S(=O)(=O)c1ccc(N2CCCC2)c(C(=O)NC(c2ccccc2)c2ccccc2)c1 was read as KOR beta-arrestin-1 -36.8%, HIV fusion peptide -1.7%, SIAH1 antagonists -2.3%, NOD2 inhibition -18.3%, LYP phosphatase 0.1%, KOR beta-arrestin-2 5.8%, NOD1 inhibition -5.5%, Myeloid diff MLP inactive, PhoP inhibition 27.3% and Myeloid diff MLP GFP+ MAC1+ % 1.0.
Cc1cc(Cl)c2oc(C(=O)NC3CCC(O)CC3)c(C)c2c1 (stereo not given) was read as KOR beta-arrestin-1 -18.0%[20 µM], HIV fusion peptide 1.8%, SIAH1 antagonists 1.7%, NOD2 inhibition -12.3%, LYP phosphatase -0.4%, KOR beta-arrestin-2 -0.4%, NOD1 inhibition -30.0%, Myeloid diff MLP inactive, PhoP inhibition -3.4% and Myeloid diff MLP GFP+ MAC1+ % 0.4.
Screening COc1ccc(Cl)cc1S(=O)(=O)N1CCN(Cc2ccc3c(c2)OCO3)CC1 returned KOR beta-arrestin-1 21.0%, HIV fusion peptide 0.0%, SIAH1 antagonists -1.3%, NOD2 inhibition -2.4%, LYP phosphatase -4.6%, KOR beta-arrestin-2 -1.9%, NOD1 inhibition -7.9%, Myeloid diff MLP inactive, PhoP inhibition 8.1% and Myeloid diff MLP GFP+ MAC1+ % 0.8.
`CCN(CC(=O)NC1CC1)S(=O)(=O)c1ccccc1` gave KOR beta-arrestin-1 9.4%, HIV fusion peptide 1.7%, SIAH1 antagonists -5.3%, NOD2 inhibition 17.8%, LYP phosphatase -15.7%, KOR beta-arrestin-2 5.2%, NOD1 inhibition -1.3%, Myeloid diff MLP inactive, PhoP inhibition -4.7% and Myeloid diff MLP GFP+ MAC1+ % 3.0.
Screening O=C(Nc1ccccc1C(=O)N1CCCCCC1)c1cccc(S(=O)(=O)N2CCOCC2)c1 returned KOR beta-arrestin-1 1.8%, HIV fusion peptide -0.1%, SIAH1 antagonists -8.9%, NOD2 inhibition -7.9%, LYP phosphatase 1.2%, KOR beta-arrestin-2 -1.9%, NOD1 inhibition -31.4%, Myeloid diff MLP inactive, PhoP inhibition -12.5% and Myeloid diff MLP GFP+ MAC1+ % 0.9.
CCCS(=O)(=O)N1CCC(C(=O)NCc2ccc(F)cc2)CC1 was read as KOR beta-arrestin-1 10.1%, HIV fusion peptide -0.7%, SIAH1 antagonists -5.9%, NOD2 inhibition -3.1%, LYP phosphatase -9.0%, KOR beta-arrestin-2 -3.5%, NOD1 inhibition -20.5%, Myeloid diff MLP inactive, PhoP inhibition -10.2% and Myeloid diff MLP GFP+ MAC1+ % 0.2.
`COc1cccc(/C=N/NC(=O)CC2C(=O)NN=C2C)c1OC` (stereo not given) gave KOR beta-arrestin-1 2.2%, HIV fusion peptide 2.2%, SIAH1 antagonists 1.5%, NOD2 inhibition 9.7%, LYP phosphatase -10.4%, KOR beta-arrestin-2 -2.8%, NOD1 inhibition -1.2%, Myeloid diff MLP inactive, PhoP inhibition 3.4% and Myeloid diff MLP GFP+ MAC1+ % 1.6.
CC(C)COc1ccc(C(=O)N/N=C/c2ccoc2)cc1 was read as KOR beta-arrestin-1 -29.5%, HIV fusion peptide -2.9%, SIAH1 antagonists -1.4%, NOD2 inhibition -12.2%, LYP phosphatase -9.7%, KOR beta-arrestin-2 2.3%, NOD1 inhibition 15.8%, Myeloid diff MLP inactive, PhoP inhibition -2.4% and Myeloid diff MLP GFP+ MAC1+ % 1.8.
For CCOC(=O)c1oc2ccccc2c1COC(=O)CNC(=O)c1cccc(C)c1 the results were KOR beta-arrestin-1 2.8%, HIV fusion peptide 1.3%, SIAH1 antagonists 4.3%, NOD2 inhibition 0.3%, LYP phosphatase -2.9%, KOR beta-arrestin-2 -1.1%, NOD1 inhibition -26.0%, Myeloid diff MLP inactive, PhoP inhibition 0.1% and Myeloid diff MLP GFP+ MAC1+ % 0.9.
O=C(CN1C(=O)c2cccc3cccc1c23)N1CCN(c2ccccc2)CC1 was read as KOR beta-arrestin-1 29.5%, HIV fusion peptide 2.4%, SIAH1 antagonists 2.4%, NOD2 inhibition -10.0%, LYP phosphatase -4.2%, KOR beta-arrestin-2 0.1%, NOD1 inhibition -7.2%, Myeloid diff MLP inactive, PhoP inhibition -0.6% and Myeloid diff MLP GFP+ MAC1+ % 1.0.
`CCN(CCn1cccn1)Cc1cn[nH]c1-c1ccc(-c2ccccc2)cc1` gave KOR beta-arrestin-1 -10.4%, HIV fusion peptide 0.3%, SIAH1 antagonists -0.8%, NOD2 inhibition -25.5%, LYP phosphatase 0.0%, KOR beta-arrestin-2 3.7%, NOD1 inhibition -33.6%, Myeloid diff MLP inactive, PhoP inhibition 2.5% and Myeloid diff MLP GFP+ MAC1+ % 0.0.
For CCOC(=O)C1=NOC2C(=O)N(c3ccc(Cl)cc3Cl)C(=O)C12 (stereo not given) the results were KOR beta-arrestin-1 -14.1%, HIV fusion peptide 1.9%, SIAH1 antagonists 22.6%, NOD2 inhibition 4.2%, LYP phosphatase -9.3%, KOR beta-arrestin-2 -6.4%, NOD1 inhibition -7.1%, Myeloid diff MLP inactive, PhoP inhibition -0.9% and Myeloid diff MLP GFP+ MAC1+ % 0.3.
COc1ccccc1N(Cc1cc2ccc(C)cc2[nH]c1=O)C(C)=O was read as KOR beta-arrestin-1 0.9%, HIV fusion peptide 0.9%, SIAH1 antagonists 5.4%, NOD2 inhibition -3.3%, LYP phosphatase -0.7%, KOR beta-arrestin-2 3.9%, NOD1 inhibition -21.1%, Myeloid diff MLP inactive, PhoP inhibition -4.8% and Myeloid diff MLP GFP+ MAC1+ % 0.4.
For COc1ccc(/C=c2/sc3n(c2=O)NC2(c4ccccc4)N(C)C(=O)N(C)C2(c2ccccc2)N=3)cc1 (stereo not given) the results were KOR beta-arrestin-1 33.5%, HIV fusion peptide -3.8%, SIAH1 antagonists -8.0%, NOD2 inhibition -20.4%, LYP phosphatase 2.3%, KOR beta-arrestin-2 1.6%, NOD1 inhibition 34.2%, Myeloid diff MLP inactive, PhoP inhibition -4.9% and Myeloid diff MLP GFP+ MAC1+ % 0.8.
